Eya2 inh – Eya2 (human) phosphatase inhibition; 330,000 tested, 0.006% active; recombinant Eya2, OMFP fluorescence dephosphorylation (OMFP is methylfluorescein phosphate); AID 488837; O00167; Potency, µM (titrated, usually from 76.9 µM), for inactives: top-dose activity, negative = inhibition, most hits filed as inhibitors; note: potency is the fitted concentration of half-maximal effect; % is set by controls: 0 for no effect and ±100 for the full control effect
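Eya2 protein (added as 0.2 uM solution) was preincubated with compound for 10 min at ambient temperature in 50 mM HEPES pH 7.5, 50 mM NaCl, 5 uM MgCl2, 0.05% BSA, 1 mM DTT. OMFP (added at 50 uM) then reacted 10 min; fluorescence read at 485/525 nm.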
TRPV1 ag – human TRPV1 agonism; 320,000 tested, 0.19% active; activation, % at 8.33 µM; TRPV1-expressing cells, Fluo-8 calcium influx, agonist mode; AID 540275; in the data active = activation above about 80%; inconclusive = between about 30% and that limit; note: 0% is about no effect
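Cells expressing TRPV1 were dye-loaded with Fluo-8 and read kinetically: 10 s baseline, 3 min after compound (agonist portion), then 2 min after EC20 capsaicin (allosteric enhancer portion). Calcium-bound dye fluorescence at 480/520 nm.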
USP2a block – inhibitors of human ubiquitin-specific protease USP2a; USP2 core, Ub-CHOP2 coupled fluorogenic reporter, 485/531; 330,000 tested, 0.01% active; O75604; Potency, µM (highest dose often 38.3 µM), for the others: at the highest dose activity change, negative = inhibition, hits mostly inhibitors; AID 463254;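 note: potency is the fitted concentration of half-maximal effect; plate controls were DMSO wells for no effect and full inhibition by NEM control for full effect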
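USP2 core (10nM final) preincubated 30min RT with compound in 20mM Tris-HCl pH 8.0, 2mM CaCl2, 2mM beta-mercaptoethanol, 0.05% CHAPS; 25nM Ub-CHOP2 plus 25nM reporter substrate added, fluorescence (Ex485/Em531) read after 60min.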
uPA generation – cell surface uPA generation inhibition | cell surface uPA generation assay, qHTS | Potency, µM (series often up to 38.3 µM), without a hit: top-dose activity change, negative = inhibition, actives largely listed as inhibitors | 330,000 tested, 0.31% active | AID 540303; active = well fitted inhibition curve with a large enough effect; inconclusive = small, poorly fitted or top-dose-only effect; inactive = no such curve, though single readings can be large or run the other way; tested in mouse RAW 264.7 cells; note: potency is the fitted concentration of half-maximal effect; % is set by controls: 0 for no effect and ±100 for the full control effect; nearly all actives have a fitted effect of over 55% in size
B2AR arrestin – agonists driving beta-arrestin recruitment to human beta2-adrenergic receptor | P07550 | AID 492947 | 330,000 tested, 0.02% active | Potency, µM (highest dose often 46.1 µM), for inactives: at the top dose activation, most hits filed as activators | beta-arrestin recruitment to beta2AR, cell-based reporter;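 note: potency is the fitted concentration of half-maximal effect; 0% = DMSO controls and full agonism = EC100 isoproterenol or metaproterenol; nearly all actives have a fitted effect of over 65% in size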
ELG1 genotox – induces genotoxicity in HEK293T cells with luciferase-tagged ELG1. 330,000 tested, 1.3% active. HEK293T ELG1-luciferase reporter, luminescence, 16 h. AID 504466. Potency, µM (highest dose often 46 µM), inactives show top-dose activity change, positive = activation, hits mostly activators; note: potency is the fitted concentration of half-maximal effect; % of control where 0% means no effect; nearly all actives have a fitted effect of over 60% in size
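DMSO vehicle served as control against compound-treated ELG1-luciferase HEK293T cells; exposure lasted 16 hr at 37 °C and 5% CO2, followed by ONE-Glo luminescence detection after 30 min.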
TSG101-PTAP inh – blocks PTAP/TSG101 interaction to inhibit HIV-1 budding; 340,000 tested, under 10 active; Q99816; Potency, µM (highest dose often 115 µM), without a hit: at the top dose activity change, negative = inhibition, hits mostly inhibitors; Fluorescence polarization, FITC-PTAP peptide / Tsg101 binding; AID 493005; active = well fitted inhibition curve with a large enough effect in the main read-out, with a control signal flat, not every such curve was filed as active; inconclusive = small, poorly fitted or top-dose-only effect, or effect the other way, or a change in a side signal; inactive = no such curve, though single readings can be large or run the other way; note: potency is the fitted concentration of half-maximal effect; % of control where 0% means no effect
Target sequence (Q99816 whole entry, looked up): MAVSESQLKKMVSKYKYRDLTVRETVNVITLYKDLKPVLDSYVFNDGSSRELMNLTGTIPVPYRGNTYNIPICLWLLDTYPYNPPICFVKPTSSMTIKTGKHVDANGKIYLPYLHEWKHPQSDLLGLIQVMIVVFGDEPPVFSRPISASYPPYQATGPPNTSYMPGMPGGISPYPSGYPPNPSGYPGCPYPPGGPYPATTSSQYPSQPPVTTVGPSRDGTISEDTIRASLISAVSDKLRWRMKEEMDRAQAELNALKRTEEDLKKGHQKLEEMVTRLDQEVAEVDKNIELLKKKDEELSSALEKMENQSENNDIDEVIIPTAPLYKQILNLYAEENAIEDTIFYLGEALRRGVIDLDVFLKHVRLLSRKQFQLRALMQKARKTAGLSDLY
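Compounds were pin-transferred onto Tsg101 binding domain (10 uM final) in HEPES pH 7.5 buffer, then FITC-PTAP peptide was added at 50 nM final. After 20 min at RT, polarization reported peptide displacement across a qHTS concentration series.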
a7 integrin act – integrin-mediated muscular dystrophy alleviation activation | alpha7betagal myoblasts, beta-gal FDG fluorescence, 48 h | Potency, µM (doses to about 38.3 µM), for the others: at the top dose activation, most hits filed as activators | 350,000 tested, 0.064% active;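 note: potency is the fitted concentration of half-maximal effect; 100% = response of the positive control SU9516; nearly all actives have a fitted effect of over 60% in size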
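alpha7betagal+/- myoblasts (passage 13, 250/well) treated 48 h at 37C with compounds at 1:260 dilution of DMSO stock. Lysed, then beta-galactosidase activity read as FDG fluorescence (ex 480/em 540) after 30 min, with pre-read for autofluorescence.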
ASM inhibitor – blocks human secretory acid sphingomyelinase; Potency, µM (highest dose often 57.5 µM), inactives show top-dose activity change, negative = inhibition, hits mostly inhibitors; placental ASM, HMU-PC fluorogenic substrate, 60 min; 340,000 tested, 0.006% active; note: potency is the fitted concentration of half-maximal effect
Target sequence (P17405 47-631 limits assumed): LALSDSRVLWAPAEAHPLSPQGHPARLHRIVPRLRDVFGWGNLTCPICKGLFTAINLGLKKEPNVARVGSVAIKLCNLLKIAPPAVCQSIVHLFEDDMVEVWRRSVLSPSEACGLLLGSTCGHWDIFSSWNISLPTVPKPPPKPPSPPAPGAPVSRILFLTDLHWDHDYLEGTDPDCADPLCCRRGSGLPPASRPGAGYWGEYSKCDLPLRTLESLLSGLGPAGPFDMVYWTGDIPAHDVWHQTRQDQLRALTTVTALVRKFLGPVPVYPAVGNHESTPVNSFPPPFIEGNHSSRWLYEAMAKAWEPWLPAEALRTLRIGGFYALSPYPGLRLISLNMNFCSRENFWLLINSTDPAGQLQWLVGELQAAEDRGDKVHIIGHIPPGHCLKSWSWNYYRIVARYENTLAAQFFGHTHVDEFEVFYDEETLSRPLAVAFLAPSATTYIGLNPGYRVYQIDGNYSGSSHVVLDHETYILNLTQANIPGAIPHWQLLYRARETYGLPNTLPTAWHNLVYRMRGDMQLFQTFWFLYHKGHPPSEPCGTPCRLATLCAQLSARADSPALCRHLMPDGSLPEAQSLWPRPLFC
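qHTS format. ASM enzyme prepared from human placenta hydrolyses the fluorogenic substrate HMU-PC0 (9 uM final) over 60 min at 37 °C after a 10 min compound preincubation.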
p53 reactivator – restores transcriptional activity of mutant p53 | H1299 p53-A138V BP100-luciferase reporter, luminescence, 24 h | Potency, µM (series often up to 92.2 µM), for inactives: top-dose activity change, positive = activation, usual class: activators | AID 504706 | 320,000 tested, 0.063% active; note: potency is the fitted concentration of half-maximal effect; % of control where 0% means no effect; nearly all actives have a fitted effect of over 45% in size
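H1299 (p53-null), stable ts p53-A138V + BP100-Luc; 1000 cells/well, Opti-MEM/10% FBS; cpd 4 pt, 1:5; 24 h, 37 deg C, 5% CO2; detection reagent 10 min RT; luminescence.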
BRCA1 expr up – activators of BRCA1 expression. 380,000 tested, 1.1% active. MCF7-BRCA1-FFLuc reporter, luminescence, 48 h; response scale: scaled: vehicle 0%, 10 µM genistein 100%. Potency, µM (titrated, usually from 46.1 µM), for inactives: top-dose activation, hits mostly activators; note: potency is the fitted concentration of half-maximal effect; nearly all actives have a fitted effect of over 80% in size; some results filed as inactive show a strong effect at the top dose
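First, MCF7-BRCA1-FFLuc cells (2000/well) attach for 2 h; next, compounds are pin-added and incubated 48 h at 37 °C; finally, luciferase reagent is added and luminescence read after 15 min.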
The depositor's hits bear a star; u = inconclusive; x = not tested or not shown; [ ] = another dose, or the depositor's remark. Unless noted, calls come from the whole dose curve; as a rule, active = well fitted curve in the direction sought with a large enough effect; inconclusive = small, poorly fitted or top-dose-only effect, or another doubt; inactive = no such curve, though single readings can be large; an effect the other way counts as inactive or inconclusive. No enrichment for hits, and some 2.6% of all compounds hit somewhere here.

SMILES	Eya2 inh	TRPV1 ag	USP2a block	uPA generation	B2AR arrestin	ELG1 genotox	TSG101-PTAP inh	a7 integrin act	ASM inhibitor	p53 reactivator	BRCA1 expr up
COc1cccc(-c2nc(CS(=O)(=O)CC(=O)N3CCN(c4ccccn4)CC3)c(C)o2)c1	9.3%	15.6	1.8%	-24.7%	-0.4%	-24.9%	2.2%	14.7%	3.0%	-5.1%	-19.8%
Cc1cc(C(=O)NNC(=O)c2c(-c3c(Cl)cccc3Cl)noc2C)no1	2.7%	1.8	1.9%	3.5%	0.2%	-3.1%	-5.1%	u	2.5%	-9.3%	-3.1%
Cn1c(=O)c2c(-c3ccccc3)n(CCCN3CCOCC3)cc2n(C)c1=O	-20.2%	-1.1	0.9%	1.0%	0.2%	4.7%	-0.2%	10.6%	4.9%	-0.1%	-27.2%
CCOc1ccc2[nH]c(=O)c(CN(CCCO)C(C)=O)cc2c1	9.2%	-3.5	0.7%	-0.9%	0.3%	0.3%	-3.8%	10.1%	29.2%	-16.5%	1.3%
CCCCC(=O)OCc1nc2ccccc2s1	11.3%	-6.7	-3.6%	6.3%	-0.6%	8.6%	0.2%	3.4%	-2.7%	u	24.1%
CCCN(CCC)CCCNC(=O)c1nn(-c2cccc(OC)c2)c(=O)c2ccccc12	-10.3%	0.3	2.4%	9.3%	-0.4%	-0.8%	-0.2%	-17.5%	1.0%	2.1%	8.4%
O=C(Nc1ccccc1C(=O)N/N=C/c1ccco1)c1ccc(F)cc1	10.2%	28.7	0.6%	-1.2%	-1.1%	-1.3%	-1.7%	18.8%	-4.4%	18.3%	-20.5%
COc1ccc(NC(=O)c2ccccc2S(=O)c2ccccc2C#N)cc1 (stereo unspecified)	1.1%	0.5	-1.6%	1.2%	-0.3%	1.0%	-0.3%	0.3%	-1.2%	-1.1%	-1.1%
CC1C/C(=C\c2ccccc2[N+](=O)[O-])c2nc3ccccc3c(C(=O)O)c2C1 (stereo unspecified)	7.7%	-2.1	0.4%	-0.4%	-0.3%	16.2%	-6.5%	4.6%	338.8%[activator]	3.4%	0.0%
Cn1c2ccccc2c2c(C(=O)N3CCN(c4ccccc4)CC3)cn(C3CCCC3)c(=O)c21	-2.1%	-4.7	0.4%	-2.1%	0.3%	-15.2%	-1.6%	17.0%	-6.9%	-1.8%	-68.1%
CCCc1nc(C)cc(N2CCN(c3ccccc3)CC2)n1	-7.5%	10.2	0.5%	-2.2%	0.3%	-6.4%	4.7%	u	-2.0%	-4.8%	-26.1%
CCOC(=O)/C=c1\s/c(=C\c2ccc3cc(OC)ccc3c2)c(=O)n1CC(=O)NCC1CCCO1 (stereo unspecified)	21.2%	-3.5	-1.4%	5.3%	0.3%	16.8%	u	-23.9%	96.5%[activator]	-5.1%	-15.5%
CCOC(=O)C1CCN(S(=O)(=O)CCNC(=O)c2ccc3c(c2)OCO3)CC1	7.5%	-2.1	2.3%	-1.4%	0.2%	-0.1%	0.5%	-31.9%	2.7%	-0.1%	-8.9%
COc1ccccc1-c1cn[nH]c1-c1ccc(OCc2ccc([N+](=O)[O-])cc2)cc1O	-0.2%	-1.9	8.2%	2.5%	-0.2%	-1.4%	-6.0%	-14.4%	-3.0%	2.8%	-5.2%
COc1ccc(C(CNC(=O)Cc2ccc3ccccc3c2)N(C)C)cc1 (stereo unspecified)	15.4%	2.0	0.0%	2.9%	-1.0%	-2.6%	-8.5%	5.4%	41.6%[activator]	0.5%	-1.2%
Cc1ccc(NS(=O)(=O)c2ccc(C(=O)NCc3ccccn3)cc2)cc1	-4.4%	3.1	0.2%	-0.6%	0.6%	-1.8%	-4.3%	-23.1%	8.9%	-16.5%	1.0%
CCOC(=O)C1CCN(C(=O)c2sccc2Cl)CC1	13.5%	4.9	-0.4%	3.9%	0.1%	-1.4%	-3.2%	39.3%	2.9%	0.4%	-9.7%
Cc1nnc(NC(=O)CSCc2c(C)noc2C)s1	2.0%	-0.3	2.4%	4.5%	0.2%	-6.1%	-0.4%	-63.2%[inhibitor]	-2.8%	0.7%	1.4%
COc1ccc(OC)c(S(=O)(=O)n2ccnc2C)c1	-0.3%	0.6	0.0%	-0.7%	-1.1%	0.7%	-7.9%	4.7%	-3.9%	2.1%	5.4%
CCOC(=O)/C(C(N)=NCC(C)C)=C(/O)c1ccccc1	-5.0%	12.5	4.9%	-7.6%	-0.2%	0.6%	-5.0%	1.6%	-0.3%	13.1%	66.8%
Cc1ccc(S(=O)(=O)NC2CCCc3ccccc32)cc1C (stereo unspecified)	-21.5%	3.5	-0.2%	5.3%	-1.5%	-3.8%	-2.7%	-17.0%	-5.4%	-4.4%	0.9%
COc1ccc(NC(=O)C2CCN(S(=O)(=O)c3ccc(OC)c(OC)c3)CC2)c(OC)c1	-7.5%	2.2	0.8%	-0.2%	0.2%	-0.1%	-9.0%	-13.0%[7.66 µM]	1.5%	-0.3%	-1.4%
O=C(C1CCN(c2nc(-c3ccccc3)nc3c2CCC3)CC1)N1CCC(O)CC1	5.2%	u	-3.7%	0.3%	0.2%	-11.6%	-0.7%	-12.6%	-1.7%	-50.8%[inhibitor]	-29.1%
COc1ccc(S(=O)(=O)c2ccc(OCC3CO3)cc2)cc1 (stereo unspecified)	0.2%	2.8	5.8%	1.2%	0.0%	-2.2%	-3.4%	-12.5%	-3.0%	-3.6%	3.9%
Cc1ccccc1-n1nnnc1SC1CCOC1=O (stereo unspecified)	-1.2%	-0.3	-2.0%	-3.9%	-0.9%	1.9%	-0.2%	-18.5%	0.2%	1.0%	-15.3%
COc1ccccc1CN1C[C@@H]2C[C@@H](C3=Cc4cc(Cl)ccc4OC3)N3CCC[C@@]23C1=O	2.7%	7.3	-1.4%	8.7%	-0.5%	-13.9%	-0.4%	3.8%	1.3%	0.6%	-29.7%
CCCCCCCCNc1ccccc1S(=O)(=O)NCc1ccccc1	-10.3%	x	-3.3%	15.8%	-1.1%	-1.3%	-4.6%	-10.5%	u	u	-7.0%
CNc1ccc(/C=C(\C#N)c2ccccn2)cc1[N+](=O)[O-]	1.5%	-2.9	0.6%	-2.2%	-0.2%	10.3µM*	5.0%	4.3%	-1.6%	10.3%	10µM*
C(=C\c1ccccc1)/CSc1nnc(-c2ccncc2)n1Cc1ccco1	4.5%	-3.4	1.2%	-1.1%	0.2%	-7.2%	-8.4%	-20.9%	1.0%	-5.5%	-37.3%
CCOC(=O)c1c(C)n(-c2ccccc2)c2ccc(O)cc12	12.0%	-8.6	-0.2%	2.5%	0.1%	-5.9%	-1.5%	-9.0%	6.4%	0.9%	0.0%
COc1cc(CCC(=O)OCC(=O)Nc2sccc2C(N)=O)cc(OC)c1OC	-28.7%	1.4	3.6%	-5.0%	0.2%	-2.5%	-6.5%	1.5%	1.8%	4.1%	-21.5%
O=[N+]([O-])c1ccc(N/N=C/c2cccc(O)c2)cc1	-0.7%	5.0	-0.4%	-1.1%	-0.2%	u	2.4%	-14.1%	-4.1%	-1.2%	u
Cc1[nH][nH]c(=O)c1C(c1ccc(Br)cc1)c1c(C)[nH][nH]c1=O	10.9%	-1.7	-1.0%	1.5%	-0.3%	-0.6%	-5.9%	13.9%	6.7%	x	11.6%
O=C(c1ccccc1)N1CCCC(c2ccc(Cl)cc2)=N1	-0.9%	-1.8	-10.7%	-5.9%	0.0%	-0.8%	-5.0%	-9.0%	-18.5%	0.4%	-49.2%
O=C(N/N=C/c1c[nH]c2ccccc12)c1cc(-c2ccc3ccccc3c2)n[nH]1	4.9%	-3.1	1.0%	-7.7%	-0.1%	-12.4%	-1.6%	16.7%	u	u	-42.9%
CNC(=S)N1N=C(c2cccs2)CC1c1ccc(F)cc1 (stereo unspecified)	-9.5%	17.1	-0.4%	-28.7%	-0.5%	-0.8%	-4.1%	0.0%	-0.6%	-6.5%	-13.8%
Cc1ccc(CNC(=O)c2nnc(CS(=O)(=O)c3ccccc3)o2)cc1	-10.0%	8.3	1.2%	19.0%	0.0%	5.6%	0.9%	2.1%	-6.2%	x	13.8%
CCc1nnc(NS(=O)(=O)c2ccc(NC(=O)COc3ccc4ccccc4c3)cc2)s1	2.7%	-0.5	-9.3%	2.7%	-0.1%	0.4%	-4.5%	-5.2%	2.2%	-2.6%	-13.6%
CCC(=O)c1ccc(OCC(=O)OCC(=O)NC2CCCCCCC2)cc1	-3.9%	17.0	-4.0%	10.5%	0.0%	-3.1%	-1.9%	-15.6%	-7.9%	-9.7%	24.2%
Cn1c(=O)c2c(c3ccccc31)OC(C)(C)CC2	-2.9%	20.5	1.6%	-11.1%	-1.5%	-2.8%	0.3%	-31.3%	-2.1%	-3.9%	0.4%
Cc1ccc(S(=O)(=O)N(C)c2ccc(OCC(=O)Nc3nc4ccccc4s3)cc2)cc1	4.7%	3.1	-11.0%	-6.4%	-2.9%	0.0%	-0.9%	-16.6%	7.8%	-4.9%	-26.2%
